LMNA splice mod: qHTS Assay for Modulators of Lamin A Splicing; HeLa LMNA splicing GFP/RFP minigene ratio, 48 h; Potency, µM (highest dose often 46.1 µM), for the others: top-dose ratio change, negative = inhibition, usual class: inhibitors; hit rate 0.01% among 200,000; active = well fitted inhibition curve with a large enough effect in the signal ratio, with a control signal flat, not every such curve was filed as active; inconclusive = small, poorly fitted or top-dose-only effect, or effect the other way, or a change in a side signal; the % refers to the signal ratio; note: potency is the fitted concentration of half-maximal effect; % is set by controls: 0 for no effect and ±100 for the full control effect
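S3 HeLa stable clones carrying a lamin A-EGFP splicing minigene plus DsRed2 were seeded at 600 cells/well in Opti-MEM with 2% FBS, pin-dosed and incubated 48 h at 37°C. Acumen cytometry (488 nm) gave the GFP/RFP total-intensity ratio.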
Epigenetic derep: Quantitative High-Throughput Screen for Regulators of Epigenetic Control. murine LDR cells, GFP reporter derepression, 30 h. Potency, µM (titrated, usually from 53.9 µM), without a hit: at the top dose GFP activation, hits mostly activators. hit rate 0.2% among 280,000; note: potency is the fitted concentration of half-maximal effect; % of control where 0% means no effect; nearly all actives have a fitted effect of over 60% in size
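Murine LDR cells carrying a silenced, genomically integrated CMV-driven GFP reporter were exposed to compound for 30 hours at 37 C. After PBS washes, GFP-positive cells (20–120 um objects) were counted by laser-scanning microplate cytometry.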
IMPase Li inh: qHTS Assay for Identifying the Cell-Membrane Permeable IMPase Inhibitors: Potentiation with Lithium | CHO-M1 cells, IP1 TR-FRET (IP-One), carbachol + lithium | Potency, µM (doses to about 59.4 µM), for inactives: at the top dose activity, negative = IMPase inhibition, most hits filed as inhibitors | hit rate 0.35% among 210,000 | AID 1457, 2008;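 note: IP1 builds up when IMPase is blocked and the TR-FRET signal falls; potency is the fitted concentration of half-maximal effect; plate controls were basal vehicle for no effect and high inhibitor control for full effect; nearly all actives have a fitted effect of over 50% in size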
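Lithium-sensitised IP1 accumulation assay; M1-expressing CHO cells treated 30 min at 37C with compound. Competitive antibody detection by time-resolved FRET followed a 10 min room-temperature lysis step.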
NPSR antag: qHTS Assay for Antagonists of the Neuropeptide S Receptor: cAMP Signal Transduction; hit rate 1% among 220,000; Potency, µM (series often up to 38.3 µM), for the others: top-dose activity change, negative = inhibition, hits mostly inhibitors; CHO-NPSR cells, cAMP TR-FRET, antagonist mode; Q6W5P4; note: potency is the fitted concentration of half-maximal effect; % is set by controls: 0 for no effect and ±100 for the full control effect; nearly all actives have a fitted effect of over 50% in size; many of its hits are not listed in these tables
Target sequence (Q6W5P4 whole entry, looked up): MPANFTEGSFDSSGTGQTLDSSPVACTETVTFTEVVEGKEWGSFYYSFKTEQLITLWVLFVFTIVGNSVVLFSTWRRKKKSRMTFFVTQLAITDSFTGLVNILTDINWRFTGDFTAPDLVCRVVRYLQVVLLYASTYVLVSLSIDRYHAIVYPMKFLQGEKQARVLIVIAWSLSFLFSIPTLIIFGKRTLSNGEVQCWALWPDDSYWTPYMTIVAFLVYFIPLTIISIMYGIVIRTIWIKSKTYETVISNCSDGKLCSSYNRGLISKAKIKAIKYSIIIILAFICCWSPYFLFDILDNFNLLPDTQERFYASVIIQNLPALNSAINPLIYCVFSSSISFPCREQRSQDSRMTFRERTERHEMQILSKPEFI
Luc counter: Counterscreen for Luciferase (Kinase-Glo TM) Inhibition; Kinase-Glo luciferase, ATP luminescence, 8 min; Potency, µM (titrated, usually from 38.3 µM), without a hit: top-dose activity change, negative = inhibition, actives largely listed as inhibitors; hit rate 0.28% among 200,000; AID 1379, 2008; note: potency is the fitted concentration of half-maximal effect; % is set by controls: 0 for no effect and ±100 for the full control effect; nearly all actives have a fitted effect of over 60% in size
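Compound is pinned into ATP-containing buffer (10 uM ATP, imidazole pH 7.2, 7 mM MgCl2). Kinase-Glo luciferase reagent is then added. Light output is recorded following an 8-min room-temperature incubation.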
HTT aggregate: qHTS Multiplex Assay to Identify Dual Action Probes in a Cell Model of Huntington: Aggregate Formation (GFP); hit rate 1.1% among 220,000; Potency, µM (titrated, usually from 46.1 µM), inactives show at the top dose activity change, negative = inhibition, most hits filed as inhibitors; AID 1688, 2009; PC12 HttQ103-GFP aggregates, Acumen cytometry, 40 h; note: potency is the fitted concentration of half-maximal effect; % is set by controls: 0 for no effect and ±100 for the full control effect; nearly all actives have a fitted effect of over 60% in size
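PC12/HTTQ103-GFP, ecdysone-inducible; teb 100 nM; cpd qHTS titration; GFP aggregates read on laser cytometer, Ex 488/Em 500-530 nm.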
CBFb RUNX1 block: qHTS Assay for Compounds Blocking the Interaction Between CBF-beta and RUNX1 for the Treatment of Acute Myeloid Leukemia; Runt-related transcription factor 1 (Homo sapiens) + Core-binding factor subunit beta …; AlphaScreen CBFb-His/RUNX1-biotin binding, biochemical; Potency, µM (series often up to 59.8 µM), inactives show at the highest dose activity, negative = inhibition, most hits filed as inhibitors; 230,000 tested, under 10 active; AID 1477, 2009; note: % of control where 0% means no effect
Target sequence (Q01196 whole entry, looked up): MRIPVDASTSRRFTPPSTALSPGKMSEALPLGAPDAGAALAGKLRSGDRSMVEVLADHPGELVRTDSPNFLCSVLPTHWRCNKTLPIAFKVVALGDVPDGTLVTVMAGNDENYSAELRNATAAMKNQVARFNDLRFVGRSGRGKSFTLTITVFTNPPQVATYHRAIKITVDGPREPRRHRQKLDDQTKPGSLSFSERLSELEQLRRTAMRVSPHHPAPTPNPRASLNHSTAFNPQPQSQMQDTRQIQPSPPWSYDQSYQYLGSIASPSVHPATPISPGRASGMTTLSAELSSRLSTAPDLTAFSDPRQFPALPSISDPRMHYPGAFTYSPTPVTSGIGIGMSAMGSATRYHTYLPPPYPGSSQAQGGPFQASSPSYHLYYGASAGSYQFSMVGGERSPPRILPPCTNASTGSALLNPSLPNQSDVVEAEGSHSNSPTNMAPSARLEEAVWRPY
Target sequence (Q13951 whole entry, looked up): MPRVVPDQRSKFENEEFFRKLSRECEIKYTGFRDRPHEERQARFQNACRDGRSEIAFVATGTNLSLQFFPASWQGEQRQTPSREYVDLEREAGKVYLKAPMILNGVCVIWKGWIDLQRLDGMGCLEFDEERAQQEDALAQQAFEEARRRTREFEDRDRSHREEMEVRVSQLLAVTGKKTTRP
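Interaction loss through any mechanism counts as activity. Pre-formed complex of His-CBF-beta and biotin-RUNX1 (30 nM apiece) is incubated with compound 15 min, then with 50 ng nickel and 50 ng streptavidin beads for 90 min before AlphaScreen detection.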
* marks the source's active call; other numbers are inactive results; ? = inconclusive; / = no result given; & = joins results of further samples; [ ] = another dose, or the depositor's remark. Unless noted, calls come from the whole dose curve; as a rule, active = well fitted curve in the direction sought with a large enough effect; inconclusive = small, poorly fitted or top-dose-only effect, or another doubt; inactive = no such curve, though single readings can be large; an effect the other way counts as inactive or inconclusive.

SMILES	LMNA splice mod	Epigenetic derep	IMPase Li inh	NPSR antag	Luc counter	HTT aggregate	CBFb RUNX1 block
COc1cccc(NC(=O)C(Sc2nnc(-c3ccncc3)n2-c2ccc(Cl)cc2)c2ccccc2)c1 (configuration not stated)	?	0.4%	8%	-34%	-1%	-5%	-19%
CC1CCCCN1C(=O)CN1CCC(c2nc3ccc(Cl)cc3[nH]2)CC1 (configuration not stated)	?	0.4%	1%	12%	-3%	3%[9.22 µM]	3%
COc1ccc(OC)c(CNc2ccc([N+](=O)[O-])cc2C)c1	/	2.4%	10%	-49%	/	?	?
CC1=C(CCN2CCN(C3CCCC3)C(CCO)C2)C(C)(C)CCC1 (configuration not stated)	?	-0.6%	15%	7%	-6%	-9%[9.22 µM]	17%
CCCn1c(-c2ccc(F)cc2)n[nH]c1=S	0%	4.1%	-1%[38.3 µM]	3%[46.1 µM]	4%	15%	0%
COc1ccc(C2C(C(=O)c3ccccc3)=C(C)Nc3nc4ccccc4n32)c(OC)c1 (configuration not stated)	-7%	-2.3%	16%	-29%	-1%	0%	6%[2.36 µM]
O=C(COc1ccccc1)N(Cc1ccccc1)c1nc(-c2ccccc2)cs1	-1%	3.2%	20%[38.3 µM]	?	-6%	7%	6%
COc1cc(C)c(C)cc1S(=O)(=O)N1CCN(Cc2ccccc2)CC1	-5%	-1.2%	32%[activator][38.3 µM]	-15%[46.1 µM]	4%	-15%[9.22 µM]	-14%
Cn1nnnc1SCc1cc(=O)n2ccsc2n1	5%	0.8%	-8%[38.3 µM]	16%[46.1 µM]	-1%	18%	2%
CCCCc1ccc(NC(=S)N2CCCC(CO)C2)cc1 (configuration not stated)	-8%	0.0%	-1%	-13%[46.1 µM]	-1%	-4%	0%
COc1ccccc1CC(=N)N1C[C@@H]2C(=O)CCC(c3ccccc3)(c3ccccc3)[C@@H]2C1	/	0.3%	22%	/	-3%	/	2%[21.7 µM]
OC(CN1CCN(c2cccc(Cl)c2)CC1)C(c1ccccc1)c1ccccc1 (configuration not stated)	?	-1.2%&0.0%	11%&22%	?	0%	/	17%&7%
O=C1c2ccccc2NC(c2ccccc2)N1c1ccc(O)cc1 (configuration not stated)	14%	-1.4%	2%[38.3 µM]	-7%[46.1 µM]	0%	10%	-1%
NS(=O)(=O)c1ccc(NC(=O)CN2CCCCC2)cc1	-9%	1.6%	-17%[38.3 µM]	16%[46.1 µM]	-2%	-7%	14%
Cc1ccc2nc(/C(C#N)=C\c3ccc(N4CCOCC4)o3)[nH]c2c1	?	14µM*	25%	-9%	-9%	?	-8%
CCN(CC(=O)Nc1ccc(OC)c(Cl)c1)CC(=O)NC(C)C	/	0.2%	5%	8%	12%	?	11%
Cc1ccc(NC(=O)c2sc(N)nc2-c2ccccc2)cc1C	1%[46 µM]	-1.6%	18%	-28%	-2%	9%	2%
CN1CCN(S(=O)(=O)c2cccc(C(=O)Nc3nc(-c4ccccc4)cs3)c2)CC1	?	0.0%	25%[38.3 µM]	-2%[46.1 µM]	0%	-25%	3%
NC(=O)C1CCN(C(=O)COc2ccc(S(=O)(=O)NCc3ccccc3)cc2Cl)CC1	?	1.1%	0%	10%	-1%	-8%	1%
CCOc1ccc(C2c3c(oc4ccccc4c3=O)C(=O)N2c2ccc(C)cn2)cc1OC (configuration not stated)	2%	0.1%	21%[38.3 µM]	4%[46.1 µM]	0%	-3%	12%
CCN(CC)c1ccc(NC(=O)Cn2c(C(C)NC(=O)c3ccccc3)nc3ccccc32)cc1 (configuration not stated)	-11%	2.3%	5%	-8%[46.1 µM]	-1%	15%	-5%
COc1ccc(CCNC(=O)Cn2nnc(-c3cccc(OC)c3OC)n2)cc1OC	?	-1.2%	-2%[38.3 µM]	-11%[46.1 µM]	15%	-22%	5%
CCSc1nnc(NC(=O)NC2CCCCC2)s1	/	-2.8%	9%	-5%	2%	-5%	-5%
O=C(N/N=C/c1ccccn1)NC12CC3CC(CC(C3)C1)C2	/	2.4%	/	-49%	/	3%[9.22 µM]	-5%
O=C(Cc1c(C(=O)O)[nH]c2ccccc12)NCCN1CCN(c2ccccc2F)CC1	3%	1.9%	4%[38.3 µM]	-8%[46.1 µM]	-2%	3%	4%
O=C1CS/C(=N/N=C/c2cccs2)N1	-8%[46 µM]	4.9%	-12%	9%	3%	8%	-1%
Cc1cc(=O)n2nc(-c3ccc(C(F)(F)F)cc3)sc2n1	1%	-6.3%	19%[38.3 µM]	-8%[46.1 µM]	-7%	17%	-1%
COCc1cc(/C=N\NC(=O)Cc2ccc(Cl)cc2)ccc1OC	?	?	7%	-4%	-1%	14%	0%
Cc1ccc(C(=O)CN(C(=O)c2ccc(Cl)c(Cl)c2)N2C(=O)C3CCCCC3C2=O)cc1C (configuration not stated)	10%	-3.0%	3%[38.3 µM]	-21%[46.1 µM]	1%	-4%[9.22 µM]	6%
O=S(=O)(Cc1ccccc1)NCc1ccccn1	5%	-1.0%	8%[38.3 µM]	2%[46.1 µM]	2%	-21%	1%

Reformatted with two lines to a compound: entries from further up.
The line under a structure holds: LMNA splice mod | Epigenetic derep | IMPase Li inh | NPSR antag | Luc counter | HTT aggregate | CBFb RUNX1 block
O=C1CS/C(=N/N=C/c2cccs2)N1
→ -8%[46 µM] | 4.9% | -12% | 9% | 3% | 8% | -1%
CCN(CC)c1ccc(NC(=O)Cn2c(C(C)NC(=O)c3ccccc3)nc3ccccc32)cc1 (configuration not stated)
→ -11% | 2.3% | 5% | -8%[46.1 µM] | -1% | 15% | -5%
Cc1cc(=O)n2nc(-c3ccc(C(F)(F)F)cc3)sc2n1
→ 1% | -6.3% | 19%[38.3 µM] | -8%[46.1 µM] | -7% | 17% | -1%

Carrying on:
SMILES	LMNA splice mod	Epigenetic derep	IMPase Li inh	NPSR antag	Luc counter	HTT aggregate	CBFb RUNX1 block
Cn1c(CNC(=O)c2ccco2)nnc1SCC(=O)c1ccccc1	/	-0.2%	2%	10%	-1%	15%	3%
CC1CN(C(=O)c2ccc(COc3ccc(C(C)C)cc3)o2)CC(C)O1 (configuration not stated)	/	-1.4%	9%	3%	2%	-11%[9.22 µM]	0%
Nc1cc(=O)[nH]c(SCC(=O)N2N=C(c3ccc(Cl)cc3)CC2c2ccco2)n1 (configuration not stated)	-18%[46 µM]	0.4%	10%	-15%	2%	-15%[9.22 µM]	-13%
CS(=O)(=O)c1nc(-c2ccc(Br)cc2)n[nH]1	/	-0.4%	-6%	4%	/	-16%	-1%
CCOc1ccc(N2C(=O)c3ccc(C(=O)OCc4c(C)noc4C)cc3C2=O)cc1	-2%	0.0%	-11%[38.3 µM]	-17%[46.1 µM]	0%	11%	3%
OCCC1CN(Cc2nc(-c3ccccc3)cs2)CCN1Cc1ccc(F)cc1 (configuration not stated)	-13%[46 µM]	-3.9%	4%	12%	3%	?	-3%
COc1ccccc1N(CC(=O)NCC1CCCO1)C(=O)CCC(=O)Nc1nccs1 (configuration not stated)	-5%	-0.8%	4%	12%[46.1 µM]	2%	-9%	1%
Cc1cc(C(=O)N2CCN(c3ncccn3)CC2)c(C)o1	-4%	-11%	-3%	-1%[46.1 µM]	4%	13%	9%
COc1cc(NC(=S)N2CCN(c3ccccn3)CC2)cc(OC)c1OC	/	4.5%	12%	6%	4%	5%	6%
O=c1[nH][nH]c(C(F)(F)F)c1C=Nc1ccc(Cl)cc1	-2%	0.0%	-8%[38.3 µM]	-8%[46.1 µM]	0%	7%	0%
O=C(CN1CCN(S(=O)(=O)c2ccccc2)CC1)Nc1ccc(N2CCOCC2)cc1	-13%	1.0%	-5%	7%	-3%	-2%	-2%
Cc1ccc(-n2nc(C)c(NC(=O)CCl)c2C)cc1C	?	2.2%	-1%	-15%	-2%	?	10%
COc1cc(/C=C(/NC(=O)c2ccccc2)C(=O)N2CCN(C)CC2)c([N+](=O)[O-])cc1OC	-6%	0.0%	-2%	13%	1%	5%	2%
COc1ccccc1NC(=O)Nc1ccnn1C1CCCCC1	-8%	-1.5%	-3%[38.3 µM]	-4%[7.67 µM]	-3%	-12%	0%
CC1=C(C)CS(=O)N(c2ccc(S(N)(=O)=O)cc2)C1 (configuration not stated)	-7%	?	26%[38.3 µM]	?	-6%	-27%	3%
N#CC1=C(N)Oc2n[nH]c(-c3ccncc3)c2C1c1ccsc1 (configuration not stated)	0%	4.5%	32%[38.3 µM]	-16%[46.1 µM]	4%	12%	12%
CC(NC(=O)c1ccc(OC2CCN(C(=O)c3cccnc3)CC2)cc1)C1CC1 (configuration not stated)	-3%[46 µM]	6.8%	8%	-1%	-3%	17%[9.22 µM]	3%
CSCC[C@H](NC(=O)OCc1ccccc1)C(=O)O	-6%	1.9%	2%[38.3 µM]	-6%[46.1 µM]	-3%	24%	5%
Cc1nc(Cl)nc(N(C)c2ccccc2)c1[N+](=O)[O-]	/	3.2%	/	0%	/	22%[9.22 µM]	2%
COc1cccc(C(=O)COC(=O)c2n[nH]c(=O)c3ccccc23)c1	6%[46 µM]	-6.3%	0%	14%	0%	2%	20%
O=C(Cc1ccccc1)N1CCN(S(=O)(=O)c2cccc([N+](=O)[O-])c2)CC1	10%[46 µM]	-0.3%	6%	-7%	-7%	19%[9.22 µM]	4%
COc1ccc(CCNC(=O)C2CC(=O)N(C3CCCC3)C2)cc1OC (configuration not stated)	1%	-0.4%	-10%[38.3 µM]	-5%[46.1 µM]	-4%	6%	0%
O=C(Nc1cccnc1)c1c(F)c(F)c(F)c(F)c1F	4%	2.2%	11%[38.3 µM]	-2%[46.1 µM]	1%	7%	3%
O=C(CCn1nc(-c2ccccc2)ccc1=O)N1CCN(c2ccccn2)CC1	-6%	-1.0%	17%[38.3 µM]	-14%[46.1 µM]	-2%	-22%	11%
CCN=C(NCC)SC1CC(=O)N(c2ccc(OCC)cc2)C1=O (configuration not stated)	/	-0.1%	-1%	-5%	/	-12%[9.22 µM]	10%
CCOc1ccc(Br)cc1S(=O)(=O)NC(=O)c1ccccc1	/	-1.1%	6%	6%	2%	4%[9.22 µM]	1%
CCOc1ccccc1CNCCNCC(C)O (configuration not stated)	/	-3.1%	11%	-12%	7%	-8%	9%
CCN(CC)S(=O)(=O)c1cc(C(=O)OCC(=O)c2ccc3c(c2)NC(=O)CO3)ccc1F	?	0.0%	9%[38.3 µM]	-21%[46.1 µM]	3%	-14%	2%

Compound activity from PubChem.

The list is partial; rates above refer to the full screens.
